NOD1 NF-kB reporter: NOD1 signaling inhibitors, primary screen, cell-based, luminescence, uHTS (AID 1578); actives 1% (n = 290,000); NOD1-driven NF-kB luciferase reporter cells, luminescence; higher % means a stronger effect; inhibition, % at 4 µM, or EC50 in µM where a hit was titrated; in the data active = inhibition mostly above about 36%, no sharp cut-off; inactive = mostly below about 34%;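 also: HEK-293T reporter cells stimulated with the NOD1 agonist gamma-tri-DAP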
HEK293 NOD2/NF-kB: NOD2 signaling inhibitors, cell-based, luminescence, uHTS, HEK293 (AID 1566); HEK293 NOD2/NF-kB luciferase reporter, luminescence; higher % means a stronger effect; inhibition, % at 4 µM; hits with a dose series show EC50 in µM; actives 0.63% (n = 290,000); also: many of its hits are not listed in these tables
LYP inhibition: PTPN22 lymphoid phosphatase activity blockers – biochemical, fluorescence intensity, uHTS (AID 1779); actives 0.054% (n = 290,000); recombinant LYP phosphatase, fluorescence intensity; higher % means a stronger effect; one-dose inhibition, % at 11.5 µM; IC50 in µM for titrated hits;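 also: plate controls were vehicle with enzyme for no effect and no enzyme for full effect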
KOR beta-arrestin-1: kappa opioid receptor blockers – cell-based, luminescence, uHTS (AID 1778); KOR beta-arrestin recruitment, luminescence, antagonist mode; higher % means a stronger effect; inhibition, % at 10 µM; hits with a dose series show IC50 in µM; actives 0.091% (n = 290,000); also: strong numbers were not always called active
Myeloid diff MLP: promotes myeloid progenitor differentiation; actives 1% (n = 360,000); ER-HoxA9 myeloid progenitors, lysozyme-GFP differentiation, flow cytometry; calls only at 10 µM; AID 624256;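 active = normalized GFP-positive differentiation at or above the plate's own cutoff, the solvent-only control mean plus 3 SD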;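 also: cells exposed to compound for four days before flow analysis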
Salmonella PhoP GFP: inhibitors of PhoP regulon expression, primary screen, Salmonella Typhimurium, GFP reporter (AID 1863); S. Typhimurium PhoP-regulated promoter GFP reporter, 4 h; higher % means a stronger effect; one-dose inhibition, % at 50 µM; IC50 in µM for titrated hits; actives 0.16% (n = 300,000);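 active = inhibition over 29.93%, a cutoff 3 SD above the screen mean, later confirmed by dose response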;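 also: 0% = low Mg2+ inducing control and 100% = high Mg2+ repressing control; strong numbers were not always called active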
KOR beta-arrestin-2: KOR agonists, beta-arrestin recruitment, primary screen, cell-based, luminescence, uHTS (AID 1777); activation, % at 10 µM, or EC50 in µM where a hit was titrated; KOR beta-arrestin recruitment, luminescence; higher % means a stronger effect; actives 0.02% (n = 280,000); in the data active = activation above about 50%, passing the limit was not always enough; also: a part of the inactive calls stands beside numbers as strong as those of hits
SIAH1 antagonists: Siah-1 peptide-binding antagonists, primary screen, biochemical, fluorescence polarization, rhodamine-plectin, uHTS (AID 1817) | Siah-1 / rhodamine-plectin peptide fluorescence polarization; higher % means a stronger effect | displacement, % at 20 µM; hits with a dose series show IC50 in µM | actives 0.02% (n = 290,000);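 active = displacement of at least 50% at 20 µM, with a fluorescence ratio check between 0.3 and a set limit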;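 also: plate controls were Siah plus tracer with DMSO for no effect and tracer alone without Siah for full effect; strong numbers were not always called active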
HIV peptide binding: cell-free HIV fusion peptide-binding blockers – biochemical, uHTS, fluorescence dequenching, primary screen (AID 1986) | one-dose inhibition, % at 20 µM; IC50 in µM for titrated hits | actives 0.3% (n = 290,000) | cell-free peptide binding, fluorescence dequenching, 30 min; higher % means a stronger effect; in the data active = inhibition mostly above about 52%, no sharp cut-off; inactive = mostly below about 76%; also: some results filed as inactive read as strong as hits
Myeloid diff MLP GFP+ MAC1+ %: recorded beside Myeloid diff MLP, whose call it bears; GFP+ MAC1+ double positive, %; measured here: differentiation confirmed by MAC1 staining
Numbers without * were called inactive; i = inactive; x = no result given; [ ] = another dose, or the depositor's remark. Rule as the data show it, unless noted: active = inhibition above about 50%; inactive = the rest.

SMILES	NOD1 NF-kB reporter	HEK293 NOD2/NF-kB	LYP inhibition	KOR beta-arrestin-1	Myeloid diff MLP	Myeloid diff MLP GFP+ MAC1+ %	Salmonella PhoP GFP	KOR beta-arrestin-2	SIAH1 antagonists	HIV peptide binding
O=C(COC(=O)c1ccc(S(=O)(=O)N2CCCC2)cc1)Nc1ccc(F)cc1F	-26%	5%	-11%	12%	i	0.4	14%	-6.1%	8%	5.0%
COc1ccc(CSCC(=O)Nc2ccc(S(=O)(=O)N3CCCCCC3)cc2)cc1	-7%	16%	7%	38%	i	0.4	-1%	-1.2%	7%	-0.2%
Cc1nc(C)c(Oc2ccc(Cl)cc2Cl)c(=O)[nH]1	-3%	14%	-7%	6%	i	0.9	5%	-0.4%	1%	1.3%
O=C(O)COc1ccccc1/C=C1\SC(=Nc2ccc(F)cc2)N(c2ccc(F)cc2)C1=O	0%	-5%	15%	15%	i	0.8	5%	-3.1%	-3%	51%
COc1ccc(S(=O)(=O)Nc2cccc(SC)c2)cc1C(=O)N1CCOCC1	-29%	18%	-6%	7%	i	0.3	0%	0.3%	2%	0.1%
Cc1nc(-c2ccccc2)sc1-c1nc(-c2cccs2)ncc1S(=O)(=O)c1ccccc1	-40%	-16%	-2%	17%	x	x	-1%	-4.5%	2%	4.0%
CC(=O)N1CCN(CCN=CC2=C(O)CC(c3cccs3)CC2=O)CC1 (stereo not given)	4%	-3%	-6%	34%	i	0.8	8%	6.7%	2%	2.9%
Cc1ccc(S(=O)(=O)N(CC(=O)NCCSCc2ccco2)c2ccc(F)cc2)cc1	-18%	-2%	9%	4%	x	x	-5%	8.0%	-2%	5.2%
CCOC(=O)C(=O)/C(C#N)=C/Nc1ccc(F)cc1	-44%	-2%	-8%	15%	i	0.5	-10%	-0.7%	-5%	-1.2%
CCOc1cc(C(=O)NN2CCOCC2)cc(OCC)c1OCC	-22%	2%	-6%	-38%[20 µM]	i	0.6	-8%	1.1%	0%	0.1%
O=C1C(Br)=Cc2cccc3cccc1c23	2%	-8%	0%	-50%	i	1.0	2%	16%	6%	31%
CC1Cc2nc(SCC(=O)Nc3nccs3)n(C)c(=O)c2S1 (stereo not given)	10%	3%	-4%	0%	i	1.9	-6%	-0.9%	-10%	3.2%
Oc1sc(C=Nc2ccc(F)cc2)c2ccccc12	-39%	-72%	-2%	-23%	i	0.0	-10%	1.0%	-1%	55%
Nc1ccc(Cl)c(NC(=O)c2cccs2)c1	-11%	-5%	-5%	-21%	i	0.8	20%	1.3%	-1%	-0.9%
O=C(/C=C/c1ccc2c(c1)OCO2)NC1CCCC1	-57%	-21%	-10%	1%[20 µM]	i	0.8	-7%	-6.1%	6%	-1.4%
O=S(=O)(NOCc1ccc(Cl)cc1)c1ccc(Cl)cc1	-1%	3%	-1%	12%	i	0.7	2%	4.8%	12%	0.3%
COCCn1c(-c2ccc(OC(F)(F)C(F)C(F)(F)F)cc2)nc2c1c(=O)[nH]c(=O)n2CC(C)C (stereo not given)	5%	-1%	2%	15%	i	0.8	-4%	-2.4%	-3%	18%
CC(Oc1ccc2c(-c3ccccc3)cc(=O)oc2c1)C(=O)NCCCn1ccnc1 (stereo not given)	4%	21%	-11%	8%[20 µM]	i	2.3	0%	1.3%	0%	1.6%
Nc1cc(Cl)nc(N/N=C/c2ccc([N+](=O)[O-])cc2)n1	-16%	9%	-2%	34%	i	0.5	0%	-0.9%	-6%	-0.5%
CCCCCCCCCCCCCCCC(=O)NCCc1c[nH]c2ccccc12	0%	-26%	-4%	-11%	i	5.7	6%	1.3%	2%	0.2%
CCC(C(=O)NCc1cccnc1)n1nc(C)n2c(cc3occc32)c1=O (stereo not given)	-39%	8%	-10%	15%	i	0.9	-7%	2.6%	6%	0.5%
Oc1ccc(/C=C/c2ccc3cccc(O)c3n2)cc1Br	-4%	-27%	0%	11%	i	0.5	10%	1.2%	-6%	15%
Cc1cccc(NC(=O)NNC(=O)c2c(Cl)c(C)nn2C)c1	-12%	8%	-3%	-39%	i	1.5	-2%	-0.2%	-6%	-1.5%
CCn1nnc(-c2ccc(N)cc2)n1	-13%	-7%	-5%	-9%[20 µM]	i	0.1	8%	-3.6%	8%	-0.2%
C=CCn1c(=N)n(CC(=O)OCC)c2ccccc21	-8%	-2%	-6%	12%	i	1.4	-4%	-0.3%	4%	-2.5%
CN(CC(=O)Nc1ccc(N2CCOCC2)cc1)C(=O)CC(c1ccccc1)c1ccccc1	-16%	-8%	-5%	-6%	i	0.4	5%	-3.3%	2%	-2.5%
O=Cc1c(NCCN2CCOCC2)c2ccccc2[nH]c1=O	59%*	18%	-8%	-38%[20 µM]	i	0.6	-1%	0.7%	-8%	-0.9%
COc1ccc(CCNC(=O)NS(=O)(=O)c2ccc(C)cc2)cc1OC	-16%	5%	1%	-16%	i	0.4	-2%	2.6%	-1%	1.1%
COc1ccccc1NS(=O)(=O)c1cccc(C(=O)N/N=C/c2ccc(OCC(=O)O)cc2)c1	-37%	11%	1%	7%	i	0.8	5%	-1.7%	-6%	1.1%
N/C(=N\OS(=O)(=O)c1ccc2ccccc2c1)c1cccnc1	-16%	13%	-4%	-52%[20 µM]	i	0.9	5%	1.8%	6%	-0.9%
Cn1c(=O)c2cc(S(=O)(=O)NCCC(=O)NCC3CCCO3)ccc2n(C)c1=O (stereo not given)	x	6%	-4%	6%	i	7.4	1%	1.0%	9%	-2.8%
Cc1ccc(NC(=O)CSc2nc3ccccc3c3nc(CCn4cncc4C)nn23)c(C)c1	-36%	-5%	-7%	-3%	i	0.2	-6%	-0.6%	-8%	8.2%
COc1ccc(OC)c(C(C(=O)NCc2ccco2)N(C(=O)Cn2nnc3ccccc32)C(C)C)c1 (stereo not given)	25%	-24%	1%	-75%	i	0.6	42%	x	-8%	-3.1%
CNC(=S)/N=C(\Nc1ccc(C)cc1)c1ccccc1	-3%	6%	10%	7%	i	0.1	-1%	-0.9%	-1%	0.9%
COCCN1Cc2cccc(C(=O)NCc3ccccc3OC)c2C1=O	x	16%	0%	5%	i	1.6	7%	0.4%	0%	0.8%
Cc1ccc(-n2c(SCC(=O)NCc3ccco3)nc3c(sc4ccccc43)c2=O)cc1	-3%	-4%	-7%	17%	i	0.3	-15%	-0.3%	0%	0.3%
CN(C)c1nc(OCCNC(=O)COc2ccc(Cl)cc2Cl)nc(N2CCOCC2)n1	11%	-5%	-2%	-74%	i	1.5	7%	4.2%	-7%	-0.4%
O=C1CCCc2[nH]c3cccc(/C(=C/c4ccccc4)c4ccccc4)c3c21	10%	7%	-10%	0%[20 µM]	i	0.6	3%	-3.6%	4%	3.6%
O=C(CN1CCc2ccccc2C1)c1cccs1	-26%	-2%	-10%	-14%	i	0.4	4%	0.2%	4%	-0.8%
Nn1cc(-c2ccccc2)nc1SCC(=O)NCC1CCCO1 (stereo not given)	-26%	0%	7%	-2%	i	0.7	-2%	1.8%	0%	2.0%
C#CC1(NC(=O)N(C)C)CCCCC1	-13%	27%	-8%	-5%	i	0.1	-2%	-4.9%	4%	-1.5%
COC(=O)c1ccc(CSc2ccc3nnc(-c4ccc(OC)cc4)n3n2)o1	-16%	17%	-6%	18%	x	x	-2%	-1.9%	-2%	-1.6%
COc1ccc(-c2cnc(OC(C)(C)C)nc2OC(C)(C)C)cc1OC	13%	5%	1%	-28%	i	0.6	-9%	3.6%	1%	-0.2%
Cc1cc(C)cc(N2C(=O)CCN(Cc3ccccc3)C2=O)c1	-1%	-17%	-10%	6%	i	0.5	-12%	-0.2%	14%	1.6%
Cc1c(C(=O)Oc2cccc3cccnc23)oc2ccccc12	-16%	-19%	3%	12%[20 µM]	i	0.3	-4%	-0.8%	2%	5.0%
CCC(C)NC(=O)COC(=O)c1cccnc1Nc1ccccc1F (stereo not given)	-26%	7%	-5%	-12%	i	0.2	6%	-0.6%	-6%	0.1%
COCCCNC(=O)CCSc1ccc(C)cc1	-9%	-8%	-5%	-30%	i	0.8	4%	2.7%	-2%	0.0%
CCOc1ccccc1N1CCN(S(=O)(=O)c2ccc(Cl)s2)CC1	-23%	2%	3%	20%	i	1.9	3%	-0.4%	7%	-2.0%
CC(C)[C@H](N)C(=O)N1CCC(C(=O)N[C@@H](Cc2ccccc2)C(=O)NCc2ccc(F)cc2)CC1	-14%	6%	-11%	8%	i	0.8	-11%	-3.4%	2%	-0.9%
CN(C)c1ccc(/C=N/N(CCC#N)C2=NS(=O)(=O)c3ccccc32)cc1	4%	22%	-1%	-12%	i	0.4	-16%	0.8%	-2%	69%*
COc1ccc(NS(=O)(=O)NC(=O)c2cn(C)c3ccccc23)cc1	-11%	13%	-13%	2%	i	0.7	-4%	-0.6%	1%	0.4%

Bioassay records deposited in PubChem BioAssay by several laboratories.

These rows are one share of the data, so the mix of outcomes need not match the whole.
